HIF-2a inh: HIF-2a reporter inhibitors, primary screen, luminescence, 786-0 RCC cells; inhibition, % at 18.8 µM; 360,000 compounds, 0.72% hits; 786-0 RCC cells HIF-2a reporter, luciferase luminescence, overnight;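 active means inhibition of the luminescence signal of 40% or more relative to plate controls, in a single-dose primary screen at 18.75 µM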
Shn3 3UTR inh: reduction of Shn3 3'UTR firefly luciferase signal, primary screen, Schnurri-3 inhibitor project, cell-based, Clone20 osteoblasts, set 2; Clone20 osteoblast Shn3 3'UTR firefly luciferase, 24 h; 360,000 compounds, 0.52% hits; AID 588674, 2011; inhibition, % at 12.5 µM;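 active means mean inhibition of at least 75% with every replicate also reaching 75%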;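 further: 0% = median of neutral control wells and 100% = pilot-screen positive control compound; some compounds past the cut are filed as inactive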
CaV13 FRET inh: Primary screen for inhibitors of IQ motif and Ca2+-dependent inactivation inhibitor domain binding in CACNA1D, Förster resonance energy transfer in living cells, … | HEK cells, CFP/YFP FRET ICDI-IQ, plate reader, 10 min; percent FRET-ratio fall versus neutral wells | inhibition, % at 12.3 µM | 340,000 compounds, 0.098% hits | AID 743397;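 active means mean replicate inhibition of at least 30% and at least 1% of replicates passing that level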;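 further: 0% = median of the neutral control wells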
PDI inh: inhibitors of human PDI, primary screen, biochemical, turbidity, single point, plate reader; 350,000 compounds, 0.052% hits; inhibition, % at 10 µM; PDI insulin aggregation turbidity, A650, 90 min; Protein disulfide-isomerase (Homo sapiens), P07237;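 active means mean inhibition across replicates of 30% or more, whatever share of single replicates reach that level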;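 further: absorbance from insulin aggregation driven by PDI reduction with DTT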
Target sequence (P07237 whole entry, looked up): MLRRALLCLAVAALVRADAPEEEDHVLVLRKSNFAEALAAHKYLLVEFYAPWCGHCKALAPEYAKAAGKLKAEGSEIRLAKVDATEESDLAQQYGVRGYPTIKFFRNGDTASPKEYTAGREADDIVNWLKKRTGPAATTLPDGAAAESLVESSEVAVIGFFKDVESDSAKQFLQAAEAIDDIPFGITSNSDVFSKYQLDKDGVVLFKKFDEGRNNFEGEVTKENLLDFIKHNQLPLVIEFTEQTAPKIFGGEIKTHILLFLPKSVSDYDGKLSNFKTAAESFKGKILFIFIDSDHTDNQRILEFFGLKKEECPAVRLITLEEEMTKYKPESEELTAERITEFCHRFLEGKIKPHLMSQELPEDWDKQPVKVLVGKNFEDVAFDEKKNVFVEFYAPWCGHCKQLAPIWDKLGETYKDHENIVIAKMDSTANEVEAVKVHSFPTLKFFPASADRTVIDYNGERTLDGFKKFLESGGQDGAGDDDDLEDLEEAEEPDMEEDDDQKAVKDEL
MITF TRPM1 inh: inhibitors of MITF-dependent TRPM1 promoter reporter, primary screen, cell-based, SK-MEL-5, single point, luciferase; SK-MEL-5 TRPM1 promoter luciferase, 24 h; inhibition, % at 12.5 µM; 330,000 compounds, 0.83% hits; AID 488899, 2010;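 active means mean inhibition across replicates of 60% or more, whatever share of single replicates reaches that level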; further: values of inactives mirror those of a sister screen read the other way
KKLEB cytotox: cytotoxicity in KKLEB CF airway cells, primary screen, cytotoxicity control for CF NF-kB inhibitor project, cell-based, uHTS, fluorescence assay plates; AID 602141, 2011; KKLEB CF airway cells viability, ATPlite luminescence, overnight; hits give low values; cells stimulated with P. aeruginosa culture filtrate; activity change (cytotoxicity), % at 5 µM; 360,000 compounds, 0.36% hits;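 active means corrected activity change at or below -50% at 5 µM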
Peg3 promoter: Peg3 promoter-driven luciferase inhibitors, primary screen, cell-based, HeLa, luciferase luminescence; HeLa PEG-Prom luciferase reporter, overnight; inhibition, % at 20 µM; 360,000 compounds, 1.7% hits; AID 588405, 2011;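 active means inhibition of at least 50% at 20 µM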
Vif inh: HIV Vif self-association inhibitors, primary screen, imaging, HEK293T, single point. HEK293T cells, Vif self-association by quenched fluorescence, 24 h. inhibition, % at 7.49 µM. 340,000 compounds, 0.35% hits; in the data active means inhibition above about 50%, passing the limit was not always enough; further: some results filed as inactive read as strong as hits
NR2E3 ag-1: inhibitors of NR2E3-RetCOR corepressor binding, primary screen, NR2E3 agonist project, biochemical, TR-FRET, GST-NR2E3, biotin-RetCOR; 1536-well; inhibition of corepressor binding, % at 4.78 µM; 320,000 compounds, 0.12% hits; AID 2300, 2010;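 active means percent inhibition above the cutoff of mean plus 3 SD of all tested compounds, set per screening campaign, cut at about 20% in these data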;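 further: 0% = DMSO wells and 100% = biotin wells as full block of FRET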
Target sequence (Q9Y5X4 whole entry, looked up): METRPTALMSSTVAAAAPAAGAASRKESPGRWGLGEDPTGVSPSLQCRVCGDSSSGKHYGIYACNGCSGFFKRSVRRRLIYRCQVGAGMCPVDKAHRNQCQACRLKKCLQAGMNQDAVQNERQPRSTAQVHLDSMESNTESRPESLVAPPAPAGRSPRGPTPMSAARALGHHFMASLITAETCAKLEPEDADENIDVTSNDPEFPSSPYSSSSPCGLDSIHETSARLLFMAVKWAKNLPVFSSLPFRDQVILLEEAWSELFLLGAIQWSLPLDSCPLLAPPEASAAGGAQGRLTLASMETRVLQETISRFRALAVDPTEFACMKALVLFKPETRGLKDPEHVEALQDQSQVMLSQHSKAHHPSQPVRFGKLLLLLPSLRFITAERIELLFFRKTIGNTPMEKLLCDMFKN
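Test system: GST-NR2E3 and biotin-RetCOR proteins | Quantity: 1.35 nM GST-tagged NR2E3 final | Medium: Tris pH 7.5 | Also added: 7 nM biotin-RetCOR | Dosing: Compound at 4.8 µM, single dose | Timing: 5 h at 4 °C | Detection: Time-resolved FRET | Read-out basis: Percent inhibition | Benchmarks: Biotin wells as high control, 0.6% DMSO wells as low control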
CF NFkB block: inhibitors of PAF-induced NF-kB signaling, primary screen, cell-based, GFP fluorescence, uHTS; 360,000 compounds, 0.86% hits; AID 588850, 2011; inhibition, % at 5 µM; KKLEB NF-kB-GFP reporter, GFP fluorescence overnight;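 active means at least 50% inhibition at 5 µM, scaled per plate between neutral and stimulator controls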;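 further: PAF is a Pseudomonas aeruginosa culture filtrate used as stimulus; plate controls were PAF-stimulated DMSO wells for no effect and unstimulated DMSO wells for full effect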
NR2E3 ag-2: NR2E3 agonists in two-hybrid cells, primary screen, cell-based, luminescence, CHO-S, Gal4-NCOR/VP16-NR2E3. Photoreceptor-specific nuclear receptor (Homo sapiens), Q9Y5X4. luciferase. inhibition of corepressor binding, % at 3.98 µM. 360,000 compounds, 0.35% hits. AID 602229, 2012;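 active means inhibition above the mean of all tested compounds plus 3 SD, cut at about 70% in these data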;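 further: 0% = DMSO with NR2E3 transfected cells and 100% = cells lacking NR2E3 construct; higher means lower luciferase signal from less NR2E3 corepressor binding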
An asterisk follows results filed as active; nt = not tested or not shown. Rows are unselected; 3.3% or so of the library scored in one or more.

SMILES	HIF-2a inh	Shn3 3UTR inh	CaV13 FRET inh	PDI inh	MITF TRPM1 inh	KKLEB cytotox	Peg3 promoter	Vif inh	NR2E3 ag-1	CF NFkB block	NR2E3 ag-2
O=C(NCCCCc1ccccc1)c1ccccc1F	-97	-5	-2	0	8	8	-66	2	1	-2	-46
CCCC(=O)Nc1ccc(C(=O)COC(=O)c2c(C)noc2C)cc1	16	1	-7	0	4	-9	5	-2	nt	10	2
O=C(CSc1n[nH]c(=O)n1-c1ccccc1)Nc1ccccc1	15	nt	-19	2	nt	-7	16	5	3	7	12
CCCCn1c(N)c(N(CC(C)C)C(=O)c2cc(S(=O)(=O)N3CCOCC3)ccc2Cl)c(=O)[nH]c1=O	13	-3	-6	12	2	11	3	-10	1	-16	27
Cc1ccc(NS(=O)(=O)c2cn(C)c(=O)n(C)c2=O)cc1C	5	8	-3	nt	nt	-5	-3	-5	3	1	-20
CCC(C)(C)NC(=O)c1cc([N+](=O)[O-])ccc1N1CCCCC1	21	17	-3	-2	7	5	22	-2	5	-14	3
CCCCn1nc(C(=O)NCC(=O)Nc2c(C)cccc2C)c2ccccc2c1=O	-3	12	-2	2	9	-14	11	1	3	5	-26
CC(C)(CN1CCNCC1)NS(=O)(=O)c1ccc(Cl)cc1	7	34	-5	-4	-11	-5	8	-5	3	3	-1
Cc1cc(SCC(=O)c2cccs2)nc2c(C)cccc12	-109	12	-9	-14	0	-8	-8	2	2	5	-16
O=C(NC1CC1)C1=C[C@H](c2ccc3c(c2)OCO3)C[C@H](OCc2ccc(CO)cc2)O1	-23	-13	-5	-2	-22	-14	0	-2	1	5	-51
CCN(CC)S(=O)(=O)c1ccc(N/N=C/c2cc(OC)c(OC)cc2OC)nc1	14	11	-8	1	-3	-1	6	0	-2	-8	7
COc1ccc(S(=O)(=O)Nc2cccc(SC)c2)cc1OC	1	39	-3	-8	2	-6	15	-18	2	2	21
COc1nc(OCC#N)nc(N(C)C)n1	19	-4	nt	15	nt	7	0	9	0	1	2
CCN(CC)C(=O)C1CC(=O)N(c2ccc(F)c(Cl)c2)C1 (configuration not stated)	11	-23	nt	-3	9	-16	20	0	0	10	-9
CC(C)(C)c1ccc(S(=O)(=O)Nc2noc3ccccc23)cc1	0	-3	-13	-3	13	4	5	-3	5	-24	-27
CCOC(=O)C1=C(CS(=O)(=O)c2ccccc2)NC(=O)NC1c1ccc(O)c(OC)c1 (configuration not stated)	12	0	-6	-5	5	6	4	1	3	-13	-6
Cc1ccc(C(=Cc2ccc([N+](=O)[O-])cc2)C(=O)O)cc1	2	-20	-6	0	nt	0	-27	-4	nt	-26	-36
Cc1nc2cc(NC(=O)c3cccc(S(C)(=O)=O)c3)ccc2o1	-31	-26	-5	-6	-11	-22	-27	12	1	10	-20
CC12CCC(C(=O)N(CC(=O)O)C1=O)C2(C)C (configuration not stated)	10	4	-2	-8	10	7	4	7	3	-2	1
Cc1ccc(Nc2c(O)nc[nH]c2=O)cc1	1	16	-6	0	-14	-12	5	-3	nt	6	-34
Cc1cccc(C)c1NC(=S)N(CCN(C)C)C(C)c1cccnc1 (configuration not stated)	8	-12	-1	2	0	11	4	1	-3	3	-4
O=C1CCCN1CCC(=O)N1CCCC(Nc2ccc(F)c(F)c2)C1 (configuration not stated)	-46	-38	-6	8	-10	0	-74	3	0	20	-9
CN(CC(=O)Nc1cccnc1Cl)S(=O)(=O)c1ccc(Cl)cc1	14	0	nt	-5	-4	8	9	-3	-2	25	-19
Cc1ccc(S(=O)(=O)N(C(=O)c2ccncc2)c2ccc(OC(=O)c3ccncc3)c3ccccc23)cc1	20	-15	-5	3	11	0	0	nt	1	27	-18
Cc1ccc(OCC(=O)N/N=C2/SCC(=O)N2Cc2ccco2)cc1	14	6	3	-1	8	-4	6	-3	3	15	-13
Next section
SMILES	HIF-2a inh	Shn3 3UTR inh	CaV13 FRET inh	PDI inh	MITF TRPM1 inh	KKLEB cytotox	Peg3 promoter	Vif inh	NR2E3 ag-1	CF NFkB block	NR2E3 ag-2
CCOC(=O)c1c(-n2cnnn2)sc2c1CCCC2	3	9	5	-6	4	-5	-4	-2	3	8	-13
O=C(Nc1ccc2c(c1)OCO2)c1cnn2cccnc12	-248	-100	-8	3	-31	-6	-197	2	1	5	-109
Cc1ccc(C(=O)NN2C(=O)CSC2=S)cc1	16	13	-2	2	10	16	-3	-2	-2	5	4
CC(NC(=O)C(=O)NN=C1CCCC1)c1ccccc1 (configuration not stated)	10	21	-2	3	4	3	-4	-2	3	18	-6
Nc1cc2sc(-c3ccc(C(=O)O)cc3)nc2cc1Cl	-25	-41	-5	0	14	-7	-21	6	7	-13	-86
Cc1ccc2cc(NC(=O)c3ccc(C(C)(C)C)cc3)ccc2n1	-106	8	-20	3	-37	15	-63	2	0	-3	-14
O=C(/C=C/c1cccs1)NC(=S)Nc1ccc(C(=O)O)cc1	-29	nt	-4	0	4	-11	-28	0	-5	3	22
CS(=O)(=O)Nc1ccc(C(=O)NCCc2ccccc2)cc1	-144	-56	nt	0	-65	0	-156	15	4	2	-56
C[C@@H]1CN([C@@H](C)CO)C(=O)CCCn2cc(nn2)CO[C@H]1CN(C)S(=O)(=O)c1cccc(C#N)c1	12	9	-5	5	nt	10	0	nt	nt	8	2
COc1ccccc1OCC(=O)NNC(=O)c1ccoc1C	-2	-5	2	3	12	-8	5	1	1	15	0
COc1ccc(S(=O)(=O)NNc2nc(C)cc(C)n2)cc1Br	11	14	nt	-3	0	10	-1	11	-4	-14	11
C/C(=N\NC(=O)Cc1ccccc1)c1ccc(Cl)s1	-44	-4	-6	-4	7	1	-26	-6	6	-18	-16
O=S(=O)(Nc1ccc2ccccc2n1)c1ccccc1Cl	-6	-1	nt	-7	-4	-5	26	3	0	13	-41
COc1ccccc1/C=C(/CC(=O)NCc1ccc(F)cc1)c1nc2ccccc2s1	-13	-2	-14	1	5	8	20	-9	-1	-12	10
CCN(CC)c1ccc(CN2CCCCCC2)cc1	20	-1	-5	6	-3	-3	10	nt	3	10	-9
O=C(NCCS(=O)(=O)c1ccc(Br)cc1)c1ccc(Cl)cc1Cl	9	8	-5	3	5	6	4	-1	-2	-32	-4
Cc1cn([C@H]2C[C@H](O)[C@@H](CNCc3cccn3-c3nccs3)O2)c(=O)[nH]c1=O	-14	-17	-4	-7	nt	-6	-10	8	nt	13	-4
COc1ccc(-c2nc3ccccn3c2NC2CCCCC2)cc1SC1CCCCC1	-24	31	-13	-3	-5	-2	48	-4	2	34	-27
CCN1C(=O)[C@H]2[C@@H](c3ccc(OC)cc3)N[C@]3(CCCN(Cc4ccc(OC)cc4)C3=O)[C@H]2C1=O	4	-5	-3	16	nt	6	0	-2	nt	-10	-43
O=C(NCCCc1ccncc1)C1CCC(=O)N(Cc2ccc(Cl)cc2)C1 (configuration not stated)	11	-43	-10	5	-14	-3	10	-4	2	13	-20
O=C(c1cccs1)N1CCN=C1SCc1cccc(F)c1	-29	-12	-2	1	0	4	-22	4	6	-8	-2

Among those listed so far, these have four or more nitrogen atoms:
SMILES	HIF-2a inh	Shn3 3UTR inh	CaV13 FRET inh	PDI inh	MITF TRPM1 inh	KKLEB cytotox	Peg3 promoter	Vif inh	NR2E3 ag-1	CF NFkB block	NR2E3 ag-2
O=C(CSc1n[nH]c(=O)n1-c1ccccc1)Nc1ccccc1	15	nt	-19	2	nt	-7	16	5	3	7	12
CCCCn1c(N)c(N(CC(C)C)C(=O)c2cc(S(=O)(=O)N3CCOCC3)ccc2Cl)c(=O)[nH]c1=O	13	-3	-6	12	2	11	3	-10	1	-16	27
CCCCn1nc(C(=O)NCC(=O)Nc2c(C)cccc2C)c2ccccc2c1=O	-3	12	-2	2	9	-14	11	1	3	5	-26
CCN(CC)S(=O)(=O)c1ccc(N/N=C/c2cc(OC)c(OC)cc2OC)nc1	14	11	-8	1	-3	-1	6	0	-2	-8	7
COc1nc(OCC#N)nc(N(C)C)n1	19	-4	nt	15	nt	7	0	9	0	1	2
Cc1cccc(C)c1NC(=S)N(CCN(C)C)C(C)c1cccnc1 (configuration not stated)	8	-12	-1	2	0	11	4	1	-3	3	-4
CCOC(=O)c1c(-n2cnnn2)sc2c1CCCC2	3	9	5	-6	4	-5	-4	-2	3	8	-13
O=C(Nc1ccc2c(c1)OCO2)c1cnn2cccnc12	-248	-100	-8	3	-31	-6	-197	2	1	5	-109
C[C@@H]1CN([C@@H](C)CO)C(=O)CCCn2cc(nn2)CO[C@H]1CN(C)S(=O)(=O)c1cccc(C#N)c1	12	9	-5	5	nt	10	0	nt	nt	8	2
COc1ccc(S(=O)(=O)NNc2nc(C)cc(C)n2)cc1Br	11	14	nt	-3	0	10	-1	11	-4	-14	11
Cc1cn([C@H]2C[C@H](O)[C@@H](CNCc3cccn3-c3nccs3)O2)c(=O)[nH]c1=O	-14	-17	-4	-7	nt	-6	-10	8	nt	13	-4

High-throughput results (PubChem)
